SUMO Mot1 rescue: blocks SUMOylation pathway, rescuing yeast Mot1-301 growth. S. cerevisiae Mot1-301 growth rescue, ATP luminescence, 38.5C; percent above DMSO median, 100 means doubled. growth rescue, % at 18.8 µM. 1% of 320,000 active;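 active means every valid replicate shows activation above 250% relative to neutral control wells; inactive means the rest, any valid replicate at or below 250%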;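 further: OY570 slx delta 5 strain wells were the positive control but not used for scaling; some compounds called inactive have numbers as strong as hits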
E coli growth: bacterial growth inhibition, counter-screen for AddAB inhibitors; E. coli V3065 growth, OD600 absorbance, 18 h; AID 449728; 0.27% of 330,000 active; inhibition, % at 11.9 µM;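 active means inhibition above the campaign's mean inhibition across all tested compounds plus 3 SD, cut at about 9.9% in these data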;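 further: uninfected addAB+ strain grown without phage in ampicillin broth; 0% = DMSO wells and 100% = ciprofloxacin 0.95 µg/ml wells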
DAGLB inhibitor: blocks human DAGLB lipase activity | HEK293T DAGLB membrane lysate, EnzChek fluorogenic substrate | inhibition, % at 5.17 µM | 0.059% of 340,000 active | AID 504411; in the data active means inhibition above about 34%;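 further: 0% = enzyme with vehicle and 100% = wells lacking enzyme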
AddAB inh: less growth of phage-infected E. coli with AddAB. AID 435030. 0.29% of 330,000 active. E. coli expressing H. pylori AddAB, absorbance growth. inhibition, % at 11.9 µM; in the data active means inhibition above about 12%;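 further: 0% = vehicle wells of infected cells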
HTR5A ag: HTR5A agonism, opioid heterodimer counter-screen. 0.61% of 340,000 active. AID 504692. P47898. HTR5A agonist assay, luminescence, cell-based. activation, % at 9.3 µM; in the data active means activation mostly above about 9.5%, no sharp cut-off; inactive means mostly below about 7.6%;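 further: 0% = cells with vehicle only and 100% = reference agonist; strong numbers were not always called active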
Target sequence (P47898 whole entry, looked up): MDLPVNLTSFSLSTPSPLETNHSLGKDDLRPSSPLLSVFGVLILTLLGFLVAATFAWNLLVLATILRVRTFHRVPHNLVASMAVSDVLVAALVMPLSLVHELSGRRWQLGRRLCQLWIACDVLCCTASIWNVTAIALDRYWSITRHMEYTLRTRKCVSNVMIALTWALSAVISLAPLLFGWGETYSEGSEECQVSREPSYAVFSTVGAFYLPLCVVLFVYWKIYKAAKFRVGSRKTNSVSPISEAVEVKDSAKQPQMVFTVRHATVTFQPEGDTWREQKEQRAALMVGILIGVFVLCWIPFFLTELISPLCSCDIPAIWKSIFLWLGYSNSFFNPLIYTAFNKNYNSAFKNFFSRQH
CDK5 inh: inhibitors of human CDK5/p35 kinase | Recombinant CDK5/p35, ADP-Glo luminescence, 60 min | inhibition, % at 10 µM | 0.01% of 330,000 active | Q00535+Q15078;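 active means highest replicate inhibition of at least 50% and at least 75% of replicates reaching 50%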;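 further: plate controls were DMSO neutral control for no effect and GW8510 at 10 µM for full effect; many of its hits are not listed in these tables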
Target sequence (Q00535 whole entry, looked up): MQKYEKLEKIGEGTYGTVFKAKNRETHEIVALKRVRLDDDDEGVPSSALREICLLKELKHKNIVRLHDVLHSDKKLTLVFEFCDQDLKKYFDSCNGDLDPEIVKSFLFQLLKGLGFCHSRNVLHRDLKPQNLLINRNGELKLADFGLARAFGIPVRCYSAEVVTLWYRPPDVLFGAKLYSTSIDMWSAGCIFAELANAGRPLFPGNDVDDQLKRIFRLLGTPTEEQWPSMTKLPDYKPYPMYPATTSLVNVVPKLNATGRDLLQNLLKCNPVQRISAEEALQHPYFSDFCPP
Target sequence (Q15078 whole entry, looked up): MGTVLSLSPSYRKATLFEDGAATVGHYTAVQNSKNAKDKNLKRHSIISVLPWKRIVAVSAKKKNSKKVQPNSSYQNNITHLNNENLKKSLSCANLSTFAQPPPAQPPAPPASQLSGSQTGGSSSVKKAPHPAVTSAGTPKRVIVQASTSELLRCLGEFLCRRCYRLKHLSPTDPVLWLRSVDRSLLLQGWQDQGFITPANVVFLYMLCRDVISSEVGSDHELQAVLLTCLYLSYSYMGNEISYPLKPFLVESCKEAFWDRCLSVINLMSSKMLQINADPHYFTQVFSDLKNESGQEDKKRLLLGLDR
HTR5A inv ctr: HTR5A inverse agonism, opioid heterodimer counter-screen | HTR5A cell line, luminescence | inhibition, % at 9.3 µM | 0.083% of 340,000 active; in the data active means inhibition mostly above about 23%, no sharp cut-off; inactive means mostly below about 18%;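 further: 0% = cells with DMSO and 100% = no-cell wells with DMSO; some compounds called inactive have numbers as strong as hits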
phage Ecoli inh: E. coli growth loss with phage present. growth absorbance. inhibition, % at 11.9 µM. 0.26% of 360,000 active. AID 651602; in the data active means inhibition above about 11%
PKA-R2B activ: PKA-R2B complex activation; 0.079% of 340,000 active; AID 504700; PKA-R2B holoenzyme dissociation, Cy5-IP20 fluorescence polarization; R2B truncated from residue 108, S112A mutant; 0% DMSO only, 100% 113 µM cGMP; activation, % at 11.4 µM; P22694+P31323;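 active means activation above a cutoff set at the mean over all compounds plus 3 SD, cut at about 18% in these data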;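 further: higher means more holoenzyme dissociation and a rise in polarization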
Tat export inh: E. coli Tat transport inhibition; E. coli MC4100 TorA-mCherry Tat export, fluorescence; inhibition, % at 10 µM; 0.036% of 340,000 active;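 active means mean replicate inhibition at least 50% and at least half of replicates individually reaching 50%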;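 further: exported cargo escapes ClpAP degradation while cytoplasmic cargo is degraded and loses fluorescence; 0% = median of neutral control wells and 100% = median of NaSCN control wells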
PKA-R1A activ: activates the PKA-R1A holoenzyme complex; 0.083% of 340,000 active; activation, % at 11.4 µM; P00514+P68181; PKA-R1A dissociation, Cy5-IP20 fluorescence polarization; scaled: DMSO 0%, 113 µM cGMP 100%; AID 504707;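 active means percent activation above the mean of all tested compounds plus 3 SD, cut at about 19% in these data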;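 further: higher means more PKAc released from R1A so a rise in polarization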
* hit, by the source's call; . = not tested or not shown; & = joins results of further samples.

1. COC(=O)c1ccc(CN2[C@H](C(=O)OC)C[C@@]3(O)[C@@H](O)[C@@H](O)[C@@H](O)C[C@@H]23)cc1
2. CCN(CC)C(=O)c1nc[nH]c1C(=O)N1CCc2ccccc2C1
3. CC(C)=CCCC(C)CN1CCC(n2nccc2NC(=O)c2ccc3c(c2)OCO3)CC1 (stereo not drawn)
4. CC(=O)Nc1ccc(S(=O)(=O)/N=C2\SCCN2S(=O)(=O)c2ccc(NC(C)=O)cc2)cc1
5. Cc1ccc(CSCC2Nc3ccc(C(=O)N4CCN(c5ccc(F)cc5)CC4)cc3NC2=O)cc1 (stereo not drawn)
6. Cc1ccc(/C=N/n2c(-c3ccco3)n[nH]c2=S)s1
7. COc1cc(/C=C2\CC/C(=C\c3cc(OC)c(OC)c(OC)c3)C2=O)cc(OC)c1OC
8. Cc1cc(=O)cc(C)n1-c1ccc(F)cc1F

assay / entry,1,2,3,4,5,6,7,8
SUMO Mot1 rescue,-2.4,11.3,0.3,95.5,-6.0,-13.1,-11.9,-0.9
E coli growth,-0.2,-0.2,-2.5,-0.3,-0.8,-1.4,-2.5,2.2
DAGLB inhibitor,0.0,1.4,-0.3,-1.1,0.2,1.0,-0.8,0.9
AddAB inh,6.5,0.3,-2.3,1.6,0.0,0.6,2.0,0.7
HTR5A ag,2.4,6.3,1.8,3.0,1.3,0.6,2.3,0.5
CDK5 inh,2.2,1.6,.,-0.6,-0.6,-0.3,0.5,-0.8
HTR5A inv ctr,-16.2,-41.5,-7.4,2.2,-5.3,-2.2,13.6,30.2
phage Ecoli inh,1.5,0.9,3.5,1.3,.,1.9,2.0,1.7
PKA-R2B activ,-1.9,-2.5,-6.9,-6.8,2.6,5.8,0.5,7.7
Tat export inh,1.6,-14.9,-6.5,-3.7,-4.6,-4.2,-6.1,-21.9
PKA-R1A activ,-5.8,14.8,-14.7,-0.1,-8.4,10.3,0.5,-9.3

9. CCN(CC)c1ccc(SS(=O)(=O)O)cc1
10. Cc1cccc(COc2ncnc3nc[nH]c23)c1
11. Cc1cc(C)n(Cc2ccc(Cl)cc2Cl)c(=O)c1S(=O)(=O)c1ccccc1
12. CCC(C)(C)NC(=O)C(c1cccnc1)N(C(=O)c1csnn1)c1ccccc1 (stereo not drawn)
13. O=C(NC(=S)Nc1ccc(N2CCOCC2)c(Cl)c1)c1cncc(Br)c1
14. N#Cc1cn(CCOc2ccccc2F)c2ccccc12
15. Cc1cc(OCC(=O)O/N=C(\N)c2ccccc2)cc(C)c1Cl
16. COc1ccc(N2CCN(C3CCCN(S(=O)(=O)c4ccc(C)cc4C)C3)CC2)cc1 (stereo not drawn)

assay / entry,9,10,11,12,13,14,15,16
SUMO Mot1 rescue,-15.8&7.3,-5.3,2.5,9.6,3.3,-11.4,-1.5,6.7
E coli growth,2.6&0.8,-1.1,-2.2,-0.8,0.2,-3.3,0.7,-0.9
DAGLB inhibitor,-4.1&-4.3,0.5,-12.0,-1.3,-5.1,-4.3,-21.1,2.8
AddAB inh,5.3&-1.5,-2.4,1.4,-2.6,4.0,1.2,2.8,-0.5
HTR5A ag,6.6&-1.4,6.8,-0.4,-0.3,-0.1,1.7,5.3,0.0
CDK5 inh,-5.3&3.4,-2.6,-0.2,1.1,-1.1,-1.1,1.3,-1.1
HTR5A inv ctr,3.7&-23.4,-19.2,0.8,0.8,12.0,22.5,3.5,-11.7
phage Ecoli inh,2.7&2.6,4.5,-1.0,3.3,0.8,2.5,1.1,1.3
PKA-R2B activ,-5.9&2.2,0.5,-2.5,4.6,3.9,-1.2,-1.7,-4.0
Tat export inh,-1.7&-1.9,1.1,-2.6,-3.2,-5.8,-1.0,-4.3,3.0
PKA-R1A activ,-9.1&-9.0,-1.6,6.7,1.5,-11.9,-3.7,0.7,-6.7

17. COc1ccc(Br)cc1S(=O)(=O)N(CC(=O)N1CCN(C)CC1)c1ccccc1
18. O=C(CSCc1cnn(-c2ccccc2)c1-n1cccc1)NCCN1CCOCC1
19. Cc1ccc(NC(=O)c2cc(Cl)nc3ccccc23)cc1
20. Cc1ccc(SCCC(=O)OCC(=O)Nc2ccc(C(N)=O)cc2)cc1
21. COCc1cc(=O)n2[nH]c(SCc3ccccc3)nc2n1
22. Cc1ccc(C(=O)Nc2ccccc2C(=O)O)cc1S(=O)(=O)NC1CCCCC1
23. O=C(c1cccs1)N(CCN1CCCCC1)CC1CCCN(C2CCCC2)C1 (stereo not drawn)
24. Cc1cc(=O)c2cc(Cl)ccc2[nH]1

assay / entry,17,18,19,20,21,22,23,24
SUMO Mot1 rescue,-7.2,-6.9,3.8,-27.9,-6.5,-6.6,-11.0,5.1
E coli growth,2.9,1.1,0.7,0.0,0.4,1.9,0.6,4.2
DAGLB inhibitor,-1.5,4.3,-5.0,0.3,1.7,8.0,2.7,-1.9
AddAB inh,1.6,-0.9,0.4,-0.1,1.8,3.2,1.1,3.7
HTR5A ag,-0.4,17.0,-0.2,2.5,-5.2,-1.0,7.0,-8.1
CDK5 inh,0.1,0.4,1.5,0.4,-0.2,-1.3,2.6,0.4
HTR5A inv ctr,15.1,-41.2,0.6,-6.0,12.7,3.6,13.5,20.6
phage Ecoli inh,1.2,2.5,1.4,0.0,2.6,0.9,-1.1,3.4
PKA-R2B activ,-11.6,0.7,-4.4,-2.9,4.7,2.8,-7.8,7.3
Tat export inh,-10.1,5.9,-4.6,-7.4,4.1,-8.3,5.5,-6.6
PKA-R1A activ,-0.2,-9.0,-9.1,-13.2,-15.4,-3.9,-4.4,-1.7

25. COc1ccc(CNc2nc(SCC(=O)NCc3ccco3)nc3ccccc23)cc1
26. COCCNC(=O)C(c1ccc(C)o1)N(Cc1ccccc1)C(=O)Cn1nnc2ccccc21 (stereo not drawn)
27. COc1ccc(C)c2sc(N(CCCN(C)C)C(=O)c3ccc(S(=O)(=O)N4CCc5ccccc5C4)cc3)nc12
28. COc1cccc(N2CCN(S(=O)(=O)c3ccc(-n4cnnn4)cc3)CC2)c1
29. Cc1cc(C(=O)OCC(=O)Nc2sc3c(c2C#N)CCC(C)C3)c2ccccc2n1 (stereo not drawn)
30. COc1ccccc1N1CCN(C(=O)[C@H](C)NS(=O)(=O)c2ccc3c(c2)OCCCO3)CC1
31. CCCC(=O)OCC(=O)Nc1ccccc1C#N
32. CCCCN(CCCC)c1cc(C)nc(-c2ccccc2O)n1

assay / entry,25,26,27,28,29,30,31,32
SUMO Mot1 rescue,3.4,18.3,-18.3,1.1,1.2,.,-13.5,1.5
E coli growth,-2.0,-2.7,-3.2,-0.7,-0.2,.,0.3,0.3
DAGLB inhibitor,-0.5,0.9,-1.1,-5.7,0.4,1.2,0.7,-11.2
AddAB inh,0.8,-1.6,-1.5,-0.2,0.8,.,0.9,1.4
HTR5A ag,2.0,-1.8,21.4*,-2.8,3.7,-0.1,1.8,3.1
CDK5 inh,0.7,-1.0,-0.1,2.0,-0.4,1.4,-0.2,0.1
HTR5A inv ctr,-6.4,-7.9,-18.5,10.9,6.6,-15.5,-5.0,-11.5
phage Ecoli inh,3.0,1.6,0.7,0.2,6.8,1.0,3.4,2.6
PKA-R2B activ,3.2,-0.3,0.7,0.8,-9.0,-0.1,-6.4,-2.1
Tat export inh,-6.8,-20.3,36.0,-7.4,-8.3,1.9,2.3,-2.8
PKA-R1A activ,-4.9,0.3,-5.1,0.6,4.8,-15.6,-3.9,-0.6

33. O=C(c1ccco1)N1CCN(S(=O)(=O)c2ccc(Br)s2)CC1
34. CCN(C(=O)Cn1cnc2c(nc3n2CCCCC3)c1=O)c1cccc(Cl)c1
35. Cn1cnnc1SCC(=O)NC1CCCCC1
36. Cc1ccc(-n2nc3c(=O)n(CCCC(=O)N4CCCCC4)nc(C)c3c2C)cc1
37. O=C(CCNS(=O)(=O)c1cccs1)Nc1ccccc1F
38. COCCNCCOCCOc1cccc(OC)c1
39. Cc1ccc(C(C)C)c(OCC(=O)NN=C2CCCC(=O)C2)c1
40. Cc1ccc(CNC(=O)C2CCCN(S(=O)(=O)c3cccnc3)C2)cc1 (stereo not drawn)

assay / entry,33,34,35,36,37,38,39,40
SUMO Mot1 rescue,-9.1,8.7,-11.3,3.3,44.4,53.6,2.4,1.0
E coli growth,1.4,0.8,0.8,0.3,0.0,-1.4,0.1,-0.6
DAGLB inhibitor,3.5,-3.4,0.7,1.4,1.4,-0.8,0.7,-1.1
AddAB inh,-3.4,3.2,0.8,1.3,0.2,-0.7,-0.6,-1.1
HTR5A ag,6.7,0.5,-2.9,-3.2,7.6,2.1,0.7,-2.3
CDK5 inh,-0.6,4.2,1.1,1.2,-0.8,-1.9,-0.4,-1.7
HTR5A inv ctr,-15.6,11.1,8.0,-8.1,-13.6,-36.4,-2.9,8.2
phage Ecoli inh,-2.1,1.7,-0.9,0.7,3.3,3.0,2.7,2.2
PKA-R2B activ,6.5,3.7,-5.4,4.7,-1.4,-4.2,3.4,11.2
Tat export inh,2.5,8.0,2.0,0.2,11.5,-1.2,-0.2,-5.2
PKA-R1A activ,5.0,-1.4,-7.3,-4.5,-3.6,1.7,5.4,-2.0

41. CC(Sc1ccc(S(=O)(=O)N2CCCCCC2)cn1)C(N)=O (stereo not drawn)
42. CC(C)(C)OC(=O)N[C@@H](C(=O)OC(C)(C)C)c1ccc2c(c1)OCO2
43. CCOC(=O)C(NC(=O)CC)(Nc1sc(C)c(CC)c1C#N)C(F)(F)F (stereo not drawn)
44. CCOC(=O)c1c(C)c(C(=O)NCc2ccccn2)c(C)n1C
45. COc1ccccc1N1CCN(S(=O)(=O)c2ccc3c(c2)n(C)c(=O)n3C)CC1
46. Cc1nnc(SC/C=C/c2ccccc2)n(N)c1=O
47. Cc1cc(=O)[nH]c(COc2ccccc2)n1
48. COc1ccc(S(=O)(=O)NNC(=O)C2COc3ccccc3O2)cc1[N+](=O)[O-] (stereo not drawn)

assay / entry,41,42,43,44,45,46,47,48
SUMO Mot1 rescue,.,88.1,75.9,-1.9,300.7,2.9,-5.5,-35.6
E coli growth,.,-3.2,-0.7,0.2,-0.6,3.2,-1.0,-0.9
DAGLB inhibitor,1.9,-7.0,-2.5,1.4,1.2,-1.9,-1.0,1.3
AddAB inh,.,-2.6,3.9,-1.5,4.0,-1.4,2.9,0.7
HTR5A ag,1.2,3.9,-0.3,7.0,-1.1,5.1,-0.8,2.1
CDK5 inh,-0.6,-0.7,0.4,2.9,0.4,-0.2,-0.8,0.6
HTR5A inv ctr,12.4,-10.6,-20.8,9.2,2.9,21.9,-3.6,-4.1
phage Ecoli inh,1.1,3.7,3.3,1.6,6.4,2.3,3.2,1.8
PKA-R2B activ,-6.5,-5.7,2.0,-4.9,6.0,-3.0,-14.8,5.7
Tat export inh,8.3,-0.3,5.2,-9.6,-1.7,-2.1,-4.1,-2.3
PKA-R1A activ,-0.7,9.9,4.5,-7.3,0.6,-6.5,2.4,-18.4

Part of the list above, reduced to DAGLB inhibitor and CDK5 inh.
item	Molecule	DAGLB inhibitor	CDK5 inh
44	CCOC(=O)c1c(C)c(C(=O)NCc2ccccn2)c(C)n1C	1.4	2.9
45	COc1ccccc1N1CCN(S(=O)(=O)c2ccc3c(c2)n(C)c(=O)n3C)CC1	1.2	0.4

Source: PubChem BioAssay (several laboratories)
